# Source: PubChem BioAssay
# Bcl-W Bim block: inhibitors of Bim binding to Bcl-W, primary screen, biochemical, multiplexed, bead-based flow cytometry; Bim peptide-Bcl-W binding; inhibition, % at 10 µM; 190,000 compounds, 0.02% hits;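 further: 0% = bound tracer without compound and 100% = peptide blocker; higher means less fluorescent Bim peptide bound to Bcl-W beads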
# Bcl-B Bim block: inhibitors of Bim-Bcl-B binding, primary screen, biochemical, multiplexed, human Bcl-2 family. Bcl-2-like protein 10 (Homo sapiens), Q9HD36. bead-based flow cytometry, Bim peptide-Bcl-B binding. inhibition, % at 10 µM. 190,000 compounds, 0.073% hits. AID 951, 2007;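 further: 0% = tracer peptide without compound and 100% = reference inhibitor peptide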
# Mcl1-Bid inh: Mcl-1/Bid binding inhibitors, primary screen, biochemical, TR-FRET, 1536-well. Induced myeloid leukemia cell differentiation protein Mcl-1 (Homo sapiens), Q07820. TR-FRET Mcl-1/Bid-Dy647 peptide binding. inhibition, % at 21.7 µM. 220,000 compounds, 0.97% hits;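 active means compounds that cut the binding signal by more than half at the single screening dose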;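 further: His-tagged Mcl-1 with europium anti-His antibody binding Bid BH3 peptide; 0% = Mcl-1 plus peptide wells and 100% = peptide-only wells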
# Target sequence (Q07820 whole entry, looked up): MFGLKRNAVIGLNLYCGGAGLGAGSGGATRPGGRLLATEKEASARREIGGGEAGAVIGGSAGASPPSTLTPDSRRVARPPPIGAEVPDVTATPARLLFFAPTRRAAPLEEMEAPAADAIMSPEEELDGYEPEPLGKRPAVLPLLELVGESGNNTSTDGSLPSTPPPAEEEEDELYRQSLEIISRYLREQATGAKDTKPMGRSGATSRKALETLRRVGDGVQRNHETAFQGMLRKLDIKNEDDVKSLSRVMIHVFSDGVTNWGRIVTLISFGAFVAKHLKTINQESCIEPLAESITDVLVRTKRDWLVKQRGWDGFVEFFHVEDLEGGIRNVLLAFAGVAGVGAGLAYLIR
# Mcl1 Noxa PPI: Mcl-1/Noxa binding inhibitors, primary screen, biochemical, TR-FRET, 1536-well; inhibition, % at 21.7 µM; TR-FRET Mcl-1/Noxa peptide binding, 2 h; 220,000 compounds, 1.5% hits; Induced myeloid leukemia cell differentiation protein Mcl-1 (Homo sapiens), Q07820;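 active means compounds that cut the protein-peptide binding signal by more than 50% relative to plate controls in a single-dose test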;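 further: His-tagged Mcl-1 with rhodamine Noxa BH3 peptide and terbium anti-His antibody; 0% = Mcl-1 plus Noxa peptide wells and 100% = peptide-only wells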
# RGS7-Gao: RGS7-Galphao binding modulators, primary screen, biochemical, multiplexed bead flow cytometry; Guanine nucleotide-binding protein G(o) subunit alpha (Homo sapiens), P09471; 220,000 compounds, 0.35% hits; binding response (% of control), % at 10 µM; actives lie on both sides; in the data active means binding response below about 49% or above about 150%; inconclusive means no clear call, values can overlap the other calls; inactive means in between;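 further: fluorescent Galphao held in activated GDP-AlF4 state binding bead-coupled RGS7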
# Target sequence (P09471 whole entry, looked up): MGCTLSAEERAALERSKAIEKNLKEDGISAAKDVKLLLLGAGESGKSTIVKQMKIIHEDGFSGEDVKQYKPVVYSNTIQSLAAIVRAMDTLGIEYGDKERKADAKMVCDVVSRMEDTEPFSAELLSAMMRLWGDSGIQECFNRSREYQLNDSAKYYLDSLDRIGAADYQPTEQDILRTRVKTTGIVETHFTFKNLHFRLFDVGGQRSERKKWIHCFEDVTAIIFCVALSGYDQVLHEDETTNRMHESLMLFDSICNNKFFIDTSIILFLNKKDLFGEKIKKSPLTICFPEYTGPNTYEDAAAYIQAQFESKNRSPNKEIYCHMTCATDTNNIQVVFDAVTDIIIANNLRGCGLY
# RGS4-Gao reg: modulators of RGS4 binding to Galphao, primary screen, biochemical, multiplexed bead flow cytometry; Guanine nucleotide-binding protein G(o) subunit alpha (Homo sapiens), P09471; actives lie on both sides; binding response (% of control), % at 10 µM; 220,000 compounds, 0.33% hits; AID 1415, 2008; in the data active means binding response below about 49% or above about 150%; inactive means in between;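 further: fluorescent Galphao activated with aluminum fluoride binding bead-coupled RGS4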
# Bcl-XL Bim block: inhibitors of Bim-Bcl-XL binding, primary screen, biochemical, multiplexed, bead flow cytometry, human Bcl-XL; Bcl-2-like protein 1 (Homo sapiens), Q07817; Bim peptide-Bcl-XL binding, fluorescence; inhibition, % at 10 µM; 190,000 compounds, 0.04% hits
# Mcl-1 Bim block: inhibitors of Bim peptide binding to Mcl-1, primary screen, biochemical, bead-based flow cytometry, multiplex | Induced myeloid leukemia cell differentiation protein Mcl-1 (Homo sapiens), Q07820 | Bim peptide-Mcl-1 binding | inhibition, % at 10 µM | 190,000 compounds, 0.1% hits;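 further: 0% = no compound tracer wells and 100% = peptide blocker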
# Bcl-2 Bim block: inhibitors of Bim-Bcl-2 binding, primary screen, biochemical, multiplexed, human Bcl-2 family; Apoptosis regulator Bcl-2 (Homo sapiens), P10415; Bead-based flow cytometry, Bim peptide-Bcl-2 binding; inhibition, % at 10 µM; 190,000 compounds, 0.06% hits; AID 950, 2007; in the data active means inhibition above about 40%; inconclusive means no clear call, values can overlap the other calls;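 further: 0% = no compound wells with probe peptide and 100% = reference peptide inhibitor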
# RGS8-Gao reg: RGS8-Galphao binding modulators, primary screen, biochemical, multiplexed bead flow cytometry. actives lie on both sides. response (percent of control binding), % at 10 µM. 220,000 compounds, 0.34% hits. AID 1423, 2008; in the data active means response below about 60% or above about 140%; inactive means in between;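 further: Galphao activated as the GDP aluminium fluoride complex binding bead-coupled RGS8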
# Bfl-1 Bim block: inhibitors of Bim binding to Bfl-1, primary screen, biochemical, multiplexed, bead-based flow cytometry | 190,000 compounds, 0.12% hits | AID 1008, 2008 | inhibition, % at 10 µM | Bcl-2-related protein A1 (Homo sapiens), Q16548 | Bim-Bfl-1 binding inhibition;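 further: 0% = wells without compound plus tracer and 100% = blocker peptide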
# Active calls of the source: *; ? = inconclusive; / = not tested or not shown. Unless noted, no stated cut-off is given here; in the data, active means inhibition above about 40%.
# Short forms – A = Bcl-W Bim block; B = Bcl-B Bim block; C = Mcl1-Bid inh; D = Mcl1 Noxa PPI; E = RGS7-Gao; F = RGS4-Gao reg; G = Bcl-XL Bim block; H = Mcl-1 Bim block; I = Bcl-2 Bim block; J = RGS8-Gao reg; K = Bfl-1 Bim block
CCS(=O)(=O)N1Cc2ccccc2CC1C(=O)Nc1cccc(C)c1 (centres undefined)
  A: 0.0 | B: 0.0 | C: 5.0 | D: 18.6 | E: 100.3 | F: 101.9 | G: -4.0 | H: -2.0 | I: -3.0 | J: 102.9 | K: -4.0
Cn1cccc1C(=O)NC(=O)COC(=O)Cc1coc2ccc3ccccc3c12
  A: -1.0 | B: -6.0 | C: -28.1 | D: 19.1 | E: 98.7 | F: 98.7 | G: -1.0 | H: -1.0 | I: -1.0 | J: 98.1 | K: -1.0
Nc1nc(-c2ccc(F)cc2)cc(C(F)(F)F)n1
  A: 0.0 | B: -7.0 | C: 6.7 | D: 1.6 | E: 99.3 | F: 102.3 | G: -6.0 | H: -2.0 | I: -8.0 | J: 100.7 | K: -11.0
COC(=O)c1cccc(S(=O)(=O)N2CCC(c3nc4ccccc4o3)CC2)c1
  A: -4.0 | B: -4.0 | C: 3.4 | D: 0.1 | E: 117.5 | F: 113.9 | G: -10.0 | H: -6.0 | I: 10.0 | J: 129.7 | K: 7.0
O=C1CCc2cc(S(=O)(=O)N3CCC(C(=O)NC4CCCC4)CC3)ccc2N1
  A: -5.0 | B: -4.0 | C: -15.0 | D: -5.2 | E: 99.2 | F: 100.9 | G: -4.0 | H: -2.0 | I: -7.0 | J: 104.0 | K: -11.0
Cc1nnc(NC(=O)c2ccc(C)c(S(=O)(=O)N3CCOCC3)c2)s1
  A: 2.0 | B: -10.0 | C: -16.5 | D: 8.3 | E: 100.4 | F: 100.7 | G: -4.0 | H: -3.0 | I: -5.0 | J: 102.3 | K: -6.0
O=C(CSCCc1ccccn1)Nc1cccnc1Cl
  A: 0.0 | B: -2.0 | C: -13.9 | D: 5.8 | E: 100.1 | F: 104.3 | G: -3.0 | H: -2.0 | I: 1.0 | J: 102.8 | K: 0.0
N#CCc1cnc2ccccc2n1
  A: / | B: / | C: -17.1 | D: 2.6 | E: ? | F: 82.5 | G: / | H: / | I: / | J: 90.7 | K: /
CCOC(=O)c1c(-c2ccccc2)csc1NC(=O)CSc1nncs1
  A: -4.0 | B: -5.0 | C: 2.4 | D: 12.9 | E: 97.1 | F: 96.0 | G: 0.0 | H: 0.0 | I: -1.0 | J: 79.9 | K: 0.0
CCCCC(=O)N/N=C(\C)c1cccc(NC(=O)C2CC2)c1
  A: -4.0 | B: -5.0 | C: -3.6 | D: -1.6 | E: 94.5 | F: 94.2 | G: -2.0 | H: -1.0 | I: 2.0 | J: 98.0 | K: 0.0
Cc1ccc(C)c(OCCCCn2ccnc2)c1
  A: 0.0 | B: -5.0 | C: 4.7 | D: 26.7 | E: 101.5 | F: 103.2 | G: -4.0 | H: -2.0 | I: -9.0 | J: 100.7 | K: -12.0
NC(CC(=O)O)c1ccc(Br)cc1 (centres undefined)
  A: 10.0 | B: 7.0 | C: -19.2 | D: 11.4 | E: 105.0 | F: 106.5 | G: 12.0 | H: 8.0 | I: 9.0 | J: 124.9 | K: 12.0
O=C(N/N=C/c1c[nH]c2ccccc12)c1cc2ccccc2o1
  A: / | B: / | C: -52.3 | D: 16.8 | E: ? | F: 106.3 | G: / | H: / | I: / | J: 104.6 | K: /
O=C(NN1C(=O)C2C3C=CC(C3)[C@H]2C1=O)c1cccnc1 (some centres undefined)
  A: -5.0 | B: -8.0 | C: -13.1 | D: 18.2 | E: 99.5 | F: 100.7 | G: -4.0 | H: -5.0 | I: -3.0 | J: 100.9 | K: -7.0
CCc1cccc(N(C)C(N)=Nc2cccc3ccccc23)c1
  A: / | B: / | C: -22.2 | D: 0.7 | E: ? | F: 105.5 | G: / | H: / | I: / | J: 104.9 | K: /
CCCC(=O)N1c2ccccc2NC2=C(C(=O)CCC2)C1c1ccc(F)cc1 (centres undefined)
  A: -3.0 | B: -7.0 | C: -18.9 | D: -2.7 | E: 103.0 | F: 102.3 | G: -7.0 | H: -4.0 | I: -9.0 | J: 101.8 | K: -19.0
CCNC(=O)COC(=O)/C=C/c1ccccc1[N+](=O)[O-]
  A: 0.0 | B: -10.0 | C: -43.5 | D: 7.4 | E: 104.6 | F: 103.7 | G: -9.0 | H: -3.0 | I: -11.0 | J: 104.2 | K: -17.0
Cn1c(=O)c2c(nc(NCc3ccco3)n2C/C=C/c2ccccc2)n(C)c1=O
  A: -6.0 | B: -6.0 | C: -35.1 | D: -0.3 | E: 102.6 | F: 96.9 | G: -6.0 | H: -5.0 | I: 0.0 | J: 101.4 | K: 0.0
Cc1ccc(S(=O)(=O)NCC(=O)N2CCN(c3ccccc3F)CC2)cc1
  A: -2.0 | B: 0.0 | C: -27.1 | D: 6.7 | E: 99.4 | F: 97.5 | G: 0.0 | H: 1.0 | I: 0.0 | J: 100.1 | K: 1.0
Nc1c(C(=O)O)cnn1-c1ccccc1
  A: -2.0 | B: -4.0 | C: -22.1 | D: -1.8 | E: 101.3 | F: 104.5 | G: -3.0 | H: -3.0 | I: -4.0 | J: 103.8 | K: -5.0
O=C(Nc1ccc2c(c1)OCCO2)C1CCN(c2nnnn2-c2ccccc2)CC1
  A: 0.0 | B: -2.0 | C: -10.6 | D: -6.3 | E: 96.3 | F: 89.4 | G: -3.0 | H: 0.0 | I: 0.0 | J: 93.1 | K: 0.0

# Exported bar-delimited: 9 of the compounds above.
mol | Bcl-W Bim block | Bcl-B Bim block | Mcl1-Bid inh | Mcl1 Noxa PPI | RGS7-Gao | RGS4-Gao reg | Bcl-XL Bim block | Mcl-1 Bim block | Bcl-2 Bim block | RGS8-Gao reg | Bfl-1 Bim block
CCS(=O)(=O)N1Cc2ccccc2CC1C(=O)Nc1cccc(C)c1 (centres undefined) | 0.0 | 0.0 | 5.0 | 18.6 | 100.3 | 101.9 | -4.0 | -2.0 | -3.0 | 102.9 | -4.0
Cn1cccc1C(=O)NC(=O)COC(=O)Cc1coc2ccc3ccccc3c12 | -1.0 | -6.0 | -28.1 | 19.1 | 98.7 | 98.7 | -1.0 | -1.0 | -1.0 | 98.1 | -1.0
Nc1nc(-c2ccc(F)cc2)cc(C(F)(F)F)n1 | 0.0 | -7.0 | 6.7 | 1.6 | 99.3 | 102.3 | -6.0 | -2.0 | -8.0 | 100.7 | -11.0
COC(=O)c1cccc(S(=O)(=O)N2CCC(c3nc4ccccc4o3)CC2)c1 | -4.0 | -4.0 | 3.4 | 0.1 | 117.5 | 113.9 | -10.0 | -6.0 | 10.0 | 129.7 | 7.0
O=C1CCc2cc(S(=O)(=O)N3CCC(C(=O)NC4CCCC4)CC3)ccc2N1 | -5.0 | -4.0 | -15.0 | -5.2 | 99.2 | 100.9 | -4.0 | -2.0 | -7.0 | 104.0 | -11.0
Cc1nnc(NC(=O)c2ccc(C)c(S(=O)(=O)N3CCOCC3)c2)s1 | 2.0 | -10.0 | -16.5 | 8.3 | 100.4 | 100.7 | -4.0 | -3.0 | -5.0 | 102.3 | -6.0
O=C(CSCCc1ccccn1)Nc1cccnc1Cl | 0.0 | -2.0 | -13.9 | 5.8 | 100.1 | 104.3 | -3.0 | -2.0 | 1.0 | 102.8 | 0.0
N#CCc1cnc2ccccc2n1 | / | / | -17.1 | 2.6 | ? | 82.5 | / | / | / | 90.7 | /
CCOC(=O)c1c(-c2ccccc2)csc1NC(=O)CSc1nncs1 | -4.0 | -5.0 | 2.4 | 12.9 | 97.1 | 96.0 | 0.0 | 0.0 | -1.0 | 79.9 | 0.0
